# High-throughput results from PubChem BioAssay.
# TTR transcr act – TTR transcription activation, primary screen; SH-SY5Y TTR promoter Gaussia luciferase, luminescence; 100% = recombinant luciferase protein wells; activation, % at 16.7 µM; actives 1.3% (n = 92,000); AID 1117267;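 active = activation above the mean of all tested compounds plus 3 SD, cut at about 9.5% in these data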;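 note: cells exposed to compounds for one day before reading; 0% = median of all test compound wells on the plate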
# * marks the source's active call; other numbers are inactive results; & = joins results of further samples. Not all compounds are listed. The share of hits here may be higher or lower than overall.
SMILES,TTR transcr act
CCOc1cc(/C=N/OC(C)=O)ccc1OCc1ccccc1,-1.9
Cn1c(=O)cc(OCC(=O)N2CCN(c3ccccc3F)CC2)c2ccccc21,-1.3
O=C(OCC(=O)N1CCc2ccccc21)c1n[nH]c(=O)c2ccccc12,5.2
CN1C(=O)/C(=C\c2ccncc2)SC1=Nc1ccccc1,-1.1
C=CCN(C(=O)[C@@H](C)[C@@H](O)c1ccc(C(C)=O)cc1)c1ccccc1,4.1
Cc1ccc(NC(=O)CSCCc2ccccn2)nc1,2.0
COC(=O)[C@]12C[C@H](CC(=O)N3CCCCC3)C(=O)N(Cc3ccco3)C1=C[C@H](C1CCCC1)O[C@@H]2C,-0.2
Cc1ccccc1NC(=O)CN1C(=O)COc2ccc(S(=O)(=O)N3CCCC3)cc21,7.5
Cc1ccc(-c2c(NC(=O)Nc3ccc(F)cc3)nc3ncccn23)cc1,-1.6
CC(C)C(NC(=O)C1CC(=O)N(Cc2ccccc2)C1)c1nc2ccccc2[nH]1 (stereo not drawn),0.8
CSc1ncccc1C(=O)OCc1c(F)cccc1Cl,-0.2
COc1ccc(C2/C(=C(/O)c3ccc4c(c3)CC(C)O4)C(=O)C(=O)N2CCN2CCOCC2)cc1 (stereo not drawn),0.6
COc1ccc(-c2csc3ncnc(Sc4nnnn4C)c23)cc1,-2.1
CCOC(=O)c1cnn2c(C(F)(F)F)cc(-c3ccco3)nc12,2.3
Cc1c(CN(C)CCc2ccccc2)c(=O)n(-c2ccccc2)n1C,-1.0
Cc1ccc(SC(C)C(=O)Nc2ccncc2)cc1 (stereo not drawn),-0.7
S=c1[nH]nc(C2CCCCC2)n1/N=C/c1ccncc1,-1.6
Cc1cccc(C(=O)OCC(=O)NC2CC2)c1O,-0.5
O=C(Nc1sc2c(c1-c1nc3ccccc3s1)CCNC2)C(F)F,0.0&2.2
COc1ccccc1NC(=O)COC(=O)/C=C/c1cccs1,-0.1
Cc1cc(OC(=O)c2ccco2)c2c(C)cc(=O)oc2c1,-2.8
Cn1c(=O)oc2cc(S(=O)(=O)N3CCCC(C(=O)Nc4ccc5c(c4)OCCO5)C3)ccc21 (stereo not drawn),-2.3
O=C(O)c1ccc(NC(=O)C2CCN(S(=O)(=O)c3ccc4c(c3)OCCO4)CC2)cc1,1.9
COc1ccc(C)cc1NC(=O)CN(c1ccc(F)cc1)S(C)(=O)=O,-0.1
CCCCCCCCSc1nnc(-c2ccc(OC)cc2)o1,0.3
c1ccc(-c2nnc(C3CC(c4ccncc4)=NO3)o2)cc1 (stereo not drawn),5.7
C/C(=N\NC(=O)C1(C)CC1(Br)Br)c1cccc(NC(=O)C2CCC2)c1 (stereo not drawn),0.5
OC(CC(O)c1ccccc1)c1ccccc1 (stereo not drawn),-2.3
COc1ccc(CN=C(N)N=C(N)N)cc1Cl,-2.6
Cc1[nH]n(-c2ccccc2)c(=O)c1/C=N/NC(=O)c1ccccc1F,0.1
CN(C)/C(Cn1cncn1)=C1/N=C(c2c(F)cccc2F)OC1=O,-0.1
Cc1oc(-c2ccc(Cl)cc2)nc1CN1CCC(C(=O)NCc2cccs2)CC1,-1.2
C=CCn1c(=O)c2c(nc3n2CC(C)CN3c2cccc(OC)c2)n(C)c1=O (stereo not drawn),0.2
O=C(CS(=O)(=O)Cc1ccccc1)NCc1ccc2c(c1)OCO2,-1.4
O=C(Cn1ccc(C(F)(F)F)n1)NNC(=O)c1ccco1,-0.3
Cc1ccc(C2(c3noc(CN(C)CC4CCCCO4)n3)CCCC2)cc1 (stereo not drawn),2.1
Cc1ccc(N(CC(=O)N/N=C/c2ccco2)S(=O)(=O)c2ccccc2)cc1,-0.6
CN(CC(=O)Nc1cccc(F)c1)C(=O)CC1CC2CCC1C2 (stereo not drawn),-0.2
N#CCC(=O)NNc1c([N+](=O)[O-])cc(C(F)(F)F)cc1[N+](=O)[O-],2.7
COc1ccc(OC)c(NC(=O)c2cc3c(Cl)nc4ccccc4c3s2)c1,0.8
CSc1nc(N)nc(SCC(=O)CC(=O)OC(C)C)c1C#N,2.3
Cc1noc(C)c1S(=O)(=O)N(C)C[C@H]1Oc2c(NC(=O)C3CCCCC3)cccc2C(=O)N([C@H](C)CO)C[C@@H]1C,-1.2
CC(C)N(C(=O)CN1C(=O)NC2(CCCCCC2)C1=O)C(C)C,2.2
COc1ccc(CNC(=O)CSc2nnc(-c3cccnc3)n2N)cc1,-0.2
COc1cccc(NC(=O)CN(C)C(=O)c2c(C)nn(-c3ccccc3)c2Cl)c1,-1.2
CCn1c(SCc2nc3ccccc3[nH]2)nnc1-c1ccc(OC)cc1,-0.1
O=C(NCC(c1cccnc1)N1CCOCC1)NC1CCCCC1 (stereo not drawn),0.6
Cc1ccc(S(=O)(=O)/N=C2\C=C(Nc3cccc(C(=O)O)c3)C(=O)c3ccccc32)cc1,-5.3
C=C1CCC2[C@](C)(CO[C@@H]3O[C@H](CO)[C@@H](O)[C@H](O)[C@H]3O)CCC[C@@]2(C)[C@@H]1CCC1=CCOC1=O (stereo partly drawn),-1.3
O=C(Nc1nncs1)c1ccc(F)c(S(=O)(=O)N2CCCCC2)c1,-1.9
Fc1ccc(NC(=S)NC2CCCCC2)c(F)c1F,2.5
CCCCN(C=O)c1c(CC)nc2ccc(C(=O)N3CCN(S(=O)(=O)CC)CC3)cn12,-0.5
C=CCN1CCN(C(c2ccccc2)c2nnnn2CCC(C)C)CC1 (stereo not drawn),5.2
O=c1[nH]c(=O)c2nc3ccccc3nc2[nH]1,1.8
CC(C)n1nc(C(=O)N2CCN(S(=O)(=O)c3cccs3)CC2)c2ccccc2c1=O,0.1
Cc1ccccc1CNC(=O)c1ccc2ccccc2n1,0.0
CCOC(=O)C1=C(C)Nc2ccccc2N=C1NC(=O)Cc1ccc(OC)cc1,-0.6
COc1cc(CNC(=O)c2cc(-c3ccc(F)cc3C)n[nH]2)cc(OC)c1,-0.3
COc1ccccc1/C=C/C1NC(=O)NC(C)=C1C(=O)OC(C)C (stereo not drawn),1.7
CCn1c(=O)n(CC(=O)N2CC(C)CC(C)C2)c(=O)c2ccccc21 (stereo not drawn),0.8
# The list continues.
SMILES,TTR transcr act
COCCSc1nnc(NC(=O)COc2ccc3c(c2)OCO3)s1,-1.2
Cc1ccc(NC(=O)C2CC(=O)OC23CCOC(C)(C)C3)cc1 (stereo not drawn),-0.6
CCCCn1c(NCc2ccccn2)nc2ccccc21,0.1
CC(C)CNS(=O)(=O)c1ccc(CCC(=O)NC2CCCCC2)cc1,1.3
Cc1ccc(/C(O)=C2/C(=O)C(=O)N(CCN3CCOCC3)C2c2cccs2)cc1 (stereo not drawn),0.2
CCOC(=O)N1CCC(N2Cc3cccc(C(=O)Nc4ccccc4OC)c3C2=O)CC1,3.4
O=C(N/N=C/c1cccc([N+](=O)[O-])c1)c1cc2ccccc2o1,-1.4
Nc1ccc2nc(CCCCCCc3nc4ccc(N)cc4[nH]3)[nH]c2c1,-2.8
O=C(Cc1ccccc1F)OCC(=O)N1CCN(C(=O)c2ccco2)CC1,0.7
COc1ccc(N(C)C(=S)Nc2ccc3nc(C)c(C)nc3c2)cc1,9.2
CCOC(=O)N1CCN(CC(O)COc2ccccc2C(C)CC)CC1 (stereo not drawn),0.7
Cc1cc(N2CCCC2)ccc1NC(=O)CN1C(=O)NC(C)(c2ccccc2)C1=O (stereo not drawn),1.1
O=C(NC1CCCC1)c1ccc(CS(=O)(=O)c2ccc(Cl)cc2)o1,1.6
COc1ccc(/C=N/NC(=O)c2cccc(OC(F)(F)C(F)F)c2)cc1O,0.0
O=C(Nc1ccc([N+](=O)[O-])c(NC(=O)c2cccnc2)c1)c1cccnc1,-0.2
CCOC(=O)C(=CNc1cc(C)ccc1-n1cccc1)C(=O)OCC,0.3
CCn1c(CCC(=O)Nc2cc(F)ccc2C)nc2cc(S(=O)(=O)N(C)C)ccc21,-0.4
CCCN(CCO)Cc1ccc2ccccc2c1,-0.3
CC(C)c1ccc(/C=C/C(=O)NCCC2=CCCCC2)cc1,-1.4
COc1ccc(C)cc1NC(=O)C(OC(=O)CNC(=O)c1cc(C)cc(C)c1)c1ccccc1 (stereo not drawn),2.6
O=C(O)c1csc(-n2nc(-c3ccccc3)cc2C(F)(F)F)n1,0.1
O=C(Nc1ccc(-n2cc(Br)cn2)cc1)c1ccncc1,0.6
COC(=O)c1ccccc1NC(=O)COc1ccccc1,-0.8
O=C(NCCc1ccc(F)cc1)C1CCCCC1,0.7
COc1ccc(/C=C/C(=O)Nc2ccccc2C)cc1S(=O)(=O)N1CCOCC1,-4.9
CC1CN(S(=O)(=O)c2cccc(C(=O)Nc3ccc4c(c3)CCC4)c2)CC(C)O1 (stereo not drawn),-2.4
COc1ccc(CC(=O)N2CCN(c3ccccn3)CC2)cc1,4.8
N#Cc1c2c(c(Nc3ccccc3)n3c1nc1ccccc13)CCC2,-2.3
CCC(=O)N(C)C[C@H]1Oc2ncc(C#Cc3cccnc3)cc2C(=O)N([C@@H](C)CO)C[C@@H]1C,-1.2
Nc1nnc(-c2ccc(Cl)c(Cl)c2)s1,1.4
Cc1ccc2c(COC(=O)C3CC(=O)N(c4ccc5c(c4)OCCO5)C3)cc(=O)oc2c1 (stereo not drawn),-1.8
Brc1cnc(N2CCCCC2)nc1N1CCOCC1,3.7
CCCCc1nnc(NC(=O)C(C)Sc2nc(N)cc(=O)[nH]2)s1 (stereo not drawn),-0.3
CC(=O)c1ccc(NC(=S)Nc2ccn(Cc3ccc(Br)cc3)n2)cc1,1.5
CCn1c([N+](=O)[O-])nc2c1c(=O)[nH]c(=O)n2C,-5.9
Nc1ccc2oc3ccccc3c2c1,1.7
Cc1ccccc1C(=O)NNC1CC(=O)N(c2ccc3c(c2)OCCO3)C1=O (stereo not drawn),0.9
CCOC(=O)CCc1c(C)c(C#N)c2[nH]c3ccccc3n2c1=O,-0.9
COc1ccc(CCNc2cc(N3CCN(C(=O)c4ccccc4F)CC3)ccc2[N+](=O)[O-])cc1OC,-11
Cc1[nH]nc2c1C(c1ccccc1F)NC2=O (stereo not drawn),0.2

# Arranged by number of heavy atoms (high to low): 24 of the compounds above
SMILES,TTR transcr act
Cc1noc(C)c1S(=O)(=O)N(C)C[C@H]1Oc2c(NC(=O)C3CCCCC3)cccc2C(=O)N([C@H](C)CO)C[C@@H]1C,-1.2
COc1ccc(CCNc2cc(N3CCN(C(=O)c4ccccc4F)CC3)ccc2[N+](=O)[O-])cc1OC,-11
COC(=O)[C@]12C[C@H](CC(=O)N3CCCCC3)C(=O)N(Cc3ccco3)C1=C[C@H](C1CCCC1)O[C@@H]2C,-0.2
COc1ccc(C2/C(=C(/O)c3ccc4c(c3)CC(C)O4)C(=O)C(=O)N2CCN2CCOCC2)cc1 (stereo not drawn),0.6
C=C1CCC2[C@](C)(CO[C@@H]3O[C@H](CO)[C@@H](O)[C@H](O)[C@H]3O)CCC[C@@]2(C)[C@@H]1CCC1=CCOC1=O (stereo partly drawn),-1.3
CCC(=O)N(C)C[C@H]1Oc2ncc(C#Cc3cccnc3)cc2C(=O)N([C@@H](C)CO)C[C@@H]1C,-1.2
Cc1ccc2c(COC(=O)C3CC(=O)N(c4ccc5c(c4)OCCO5)C3)cc(=O)oc2c1 (stereo not drawn),-1.8
CCCCN(C=O)c1c(CC)nc2ccc(C(=O)N3CCN(S(=O)(=O)CC)CC3)cn12,-0.5
CCn1c(CCC(=O)Nc2cc(F)ccc2C)nc2cc(S(=O)(=O)N(C)C)ccc21,-0.4
Cc1ccc(/C(O)=C2/C(=O)C(=O)N(CCN3CCOCC3)C2c2cccs2)cc1 (stereo not drawn),0.2
Cc1ccc(N(CC(=O)N/N=C/c2ccco2)S(=O)(=O)c2ccccc2)cc1,-0.6
Cc1ccc(C2(c3noc(CN(C)CC4CCCCO4)n3)CCCC2)cc1 (stereo not drawn),2.1
CCOC(=O)N1CCN(CC(O)COc2ccccc2C(C)CC)CC1 (stereo not drawn),0.7
CC(C)CNS(=O)(=O)c1ccc(CCC(=O)NC2CCCCC2)cc1,1.3
COc1ccc(-c2csc3ncnc(Sc4nnnn4C)c23)cc1,-2.1
O=C(N/N=C/c1cccc([N+](=O)[O-])c1)c1cc2ccccc2o1,-1.4
c1ccc(-c2nnc(C3CC(c4ccncc4)=NO3)o2)cc1 (stereo not drawn),5.7
Cc1cc(OC(=O)c2ccco2)c2c(C)cc(=O)oc2c1,-2.8
Cc1ccc(NC(=O)CSCCc2ccccn2)nc1,2.0
Brc1cnc(N2CCCCC2)nc1N1CCOCC1,3.7
CCCN(CCO)Cc1ccc2ccccc2c1,-0.3
Cc1[nH]nc2c1C(c1ccccc1F)NC2=O (stereo not drawn),0.2
O=c1[nH]c(=O)c2nc3ccccc3nc2[nH]1,1.8
Nc1nnc(-c2ccc(Cl)c(Cl)c2)s1,1.4

# Next results
SMILES,TTR transcr act
COCc1nnc(NC(=O)c2ccc(S(=O)(=O)N(C)C3CCCCC3)cc2)o1,-0.5
O=C(CNC(=O)c1ccncc1)N/N=C/c1cc(Br)ccc1OCc1ccccc1,-2.7
COC(=O)c1c(NC(=O)CN2CCC3(O)CCCCC3C2c2ccccc2OC)sc(C)c1C (stereo not drawn),4.8
Cc1cc(C)c(S(=O)(=O)Nc2ccccc2)c(C)c1,-0.4
